HIV peptide binding: inhibitors of HIV fusion peptide binding, primary screen, biochemical, uHTS, fluorescence dequenching (AID 1986); cell-free peptide binding, fluorescence dequenching, 30 min; higher % means a stronger effect; inhibition, % at 20 µM, or IC50 in µM where a hit was titrated; actives 0.3% (n = 290,000); in the data active means inhibition mostly above about 52%, no sharp cut-off; inactive means mostly below about 76%; further: some results filed as inactive read as strong as hits
MT stabilizer: stabilizes microtubules in HeLa cells | HeLa tubulin immunostaining HCS, 24 h; share of cells brighter than vehicle mean+2SD | % tubulin-high responders, % at 10 µM | actives 0.83% (n = 200,000);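 active means plate Z-score above 3 for both tubulin-high and condensed-nucleus cell shares, with cell loss under 80%, at 10 µM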;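 further: anti alpha tubulin signal scored within the nucleus-defined area of each cell; some results filed as inactive read as strong as hits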
Dynein transport: dynein cargo transport inhibition | actives 0.47% (n = 220,000) | 3617.4 mouse cells, GR-EGFP nuclear translocation imaging; test concentration mostly 20 µM; stimulated with dexamethasone, 1 µM; hits give low values | z-score, hits read low;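 active means plate z-score of nuclear minus cytoplasmic receptor signal below a set negative limit, without overly bright fluorescence or cell loss, cut at about -3.5 in these data, passing the limit was not always enough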;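 further: z-score of nuclear minus cytoplasmic ring GR-EGFP intensity difference per well; some compounds called inactive have numbers as strong as hits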
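Buffer or medium: Induction medium lacking tetracycline, stripped serum | Also added: Dexamethasone agonist, 1.0 µM final, for 30 min | Timing: 48 h induction, 1 h compound, 30 min dex at 37 °C | Detection: Formaldehyde fixation, Hoechst nuclear stain, 10x automated fluorescence imaging | Measure: Nuclear versus cytoplasmic GR-EGFP signal, averaged per well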
Autophagy HCS: alters autophagy in cells. AID 463193. actives 0.98% (n = 190,000). MEF GFP-LC3 puncta imaging; test concentration mostly 10 µM. calls only at 10 µM (by protocol);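 active means percentage of spot-positive cells more than 3 SD above its plate mean, without a fluorescence outlier flag or 80% toxicity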;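 further: spot-positive cell cutoff set from DMSO-treated cells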
WT yeast gro inh: growth inhibition of WT yeast, mitochondrial fusion screen; mitochondrial fusion phenotypic screen, WT strain; actives 2.1% (n = 190,000); inhibition, % at 10 µM; in the data active means inhibition above about 58%; tested in S. cerevisiae
AID2073: disruptors of CaV2.2 binding to Mint1 – biochemical, HTRF (AID 2073); HTRF protein-protein interaction, Mint1-CaV2.2; higher % means a stronger effect; one-dose inhibition, % at 20 µM; IC50 in µM for titrated hits; actives 0.19% (n = 290,000); in the data active means inhibition mostly above about 51%, no sharp cut-off; further: some results filed as inactive read as strong as hits
Yfh1-off respiration: mitochondrial function rescue without frataxin homolog – Friedreich's ataxia, plus single-dose screen, dose response (AID 1465) | actives 0.074% (n = 220,000) | S. cerevisiae Yfh1-off respiration, WST-1 reduction, 72 h; higher fold induction means a stronger effect | one-dose fold induction at 50 µM; EC50 in µM for titrated hits;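 active means fold induction of absorbance versus untreated yeast above a set limit, then at least 30% activation at any dose in follow-up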;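 further: activators that raise dye reduction in frataxin-depleted yeast; strong numbers were not always called active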
Ins promoter up: MIN6 insulin promoter up-regulation; AID 1625; z-score at 5 µM; actives 0.3% (n = 190,000); MIN6 insulin promoter-GFP reporter, high-content imaging; hits give high values;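 active means z-score above 3 at 5 µM with at least 500 cells counted in the well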
b-catenin transl: beta-catenin nuclear translocation modulation; HeLa beta-catenin nuclear translocation, immunofluorescence imaging; nuclear translocation activity, % at 5 µM; actives 0.3% (n = 190,000); AID 1665;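 active means nuclear translocation activity above 50% at 5 µM, with a well cell count of 50 or more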;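 further: per-cell ratio of nuclear to cytoplasmic median beta-catenin stain intensity; plate controls were DMSO negative control for no effect and GSK-3 inhibitor IX positive control for full effect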
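Read-out: Nuclear/cytoplasmic beta-catenin signal ratio, % activation | Assay system: Human HeLa cell line | Times: 24 h compound exposure at 37°C, 5% CO2 | Signal: Fluorescence imaging of beta-catenin antibody stain plus DAPI | Dosing: 5 µM primary, 0.02–20 µM confirmation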
WT yeast gro inh mutant strain: further read-out of WT yeast gro inh, marked with its call; inhibition, %; mitochondrial fusion phenotypic screen, mutant strain inhibition
Dynein transport cytoplasmic EGFP: further read-out of Dynein transport, marked with its call; z-score; measured here: cytoplasmic GR-EGFP intensity; hits give high values
Dynein transport nuclear GR-EGFP: also measured in Dynein transport; calls as there; z-score; measured here: nuclear GR-EGFP intensity;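 lower value marks the stronger effect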
Dynein transport cell count: further read-out of Dynein transport, marked with its call; z-score; measured here: cell count per field
Ins promoter up cell count: second read-out of Ins promoter up, no call of its own (marks repeat the call); cell count; measured here: cytotoxicity, nuclei count;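 total cells summed across four imaged fields per well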
b-catenin transl cell count 5 µM: also measured in b-catenin transl; calls as there; cell count; measured here: cell count, cytotoxicity flag
MT stabilizer Hoechst-high %: also measured in MT stabilizer; calls as there; % Hoechst-high responders; measured here: nuclear condensation Hoechst responders;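 share of cells brighter than vehicle mean plus two SD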
MT stabilizer cytotoxicity %: also measured in MT stabilizer; calls as there; toxicity, %; measured here: cytotoxicity by cell density;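 0% = mean cell density of plate MIN control wells and 100% = no cells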
Autophagy HCS cell loss 18 h: recorded beside Autophagy HCS, whose call it bears; toxicity, %; measured here: cell loss, nuclei count;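 cell loss after 18 h compound exposure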
An asterisk follows results filed as active; i = inactive; nt = no result given.

SMILES	HIV peptide binding	MT stabilizer	MT stabilizer Hoechst-high %	MT stabilizer cytotoxicity %	Dynein transport	Dynein transport cytoplasmic EGFP	Dynein transport nuclear GR-EGFP	Dynein transport cell count	Autophagy HCS	Autophagy HCS cell loss 18 h	WT yeast gro inh	WT yeast gro inh mutant strain	AID2073	Yfh1-off respiration	Ins promoter up	Ins promoter up cell count	b-catenin transl	b-catenin transl cell count 5 µM
Cc1noc(C)c1S(=O)(=O)N(C)CC(=O)Nc1ccc(F)cc1	1.2%	2.7	1.9	9.2	-0.774	-0.413	-0.409	0.117	i	4.5	-11.0	-6.3	0.9%	i	0.87	868	nt	nt
NS(=O)(=O)c1cccc(NS(=O)(=O)c2ccc(/C=C/C(=O)OCC(=O)c3ccc(Br)cc3)cc2)c1	21.9%	3.5	1.5	9.8	-0.202	-0.109	0.107	0.16	i	-29.4	13.4	10.5	51.8%	i	-0.22	1420	-0.2	1519
Cc1onc(-c2ccccc2)c1C(=O)N1CCN(C)CC1	-1.4%	1.6	1.4	12.2	0.949	-0.234	0.294	0.641	i	3.3	1.2	-6.5	-0.8%	i	-0.37	940	nt	nt
CN(C)/C=C(\C#N)C(=O)Nc1ccc(O)cc1F	-1.2%	2.5	1.9	6.5	-1.2	-0.14	-0.534	0.819	i	1.4	1.6	4.5	10.0%	i	0.79	1437	-2.4	1042
CCc1ccc2c(COC(=O)CNS(=O)(=O)c3ccc(NC(C)=O)cc3)cc(=O)oc2c1	0.6%	3.9	1.5	1.6	0.84	-0.275	0.491	-0.0191	i	13.4	3.3	12.6	11.4%	i	-0.04	1320	1.8	942
COc1ccc(NC(=O)CSC2CC(=O)N(c3ccc4c(c3)OCCO4)C2=O)cc1 (stereo not drawn)	2.3%	1.8	1.3	1.5	-1.16	-0.18	-0.269	0.523	i	-5.7	-2.1	-2.0	13.1%	i	1.06	1350	1.4	1015
CCc1cccc(C)c1NC(=S)N(Cc1cccnc1)Cc1ccco1	3.1%	1.6	2.4	7.7	-0.717	-0.288	-0.789	0.855	i	-7.1	3.9	-15.1	-17.5%	i	nt	nt	1.4	968
O=C(CN1CCCC1)OCCCc1ccccc1	-2.1%	2.0	3.7	9.5	-0.581	0.35	-0.525	0.848	i	0.8	-10.9	-2.5	3.0%	i	0.42	1250	-2.4	472
CCC(C)NC(=O)C1(C)CCC(=O)N1Cc1ccccc1OC (stereo not drawn)	-0.9%	2.5	1.3	3.2	-0.341	-0.261	-0.0585	-0.549	i	-1.1	-7.1	2.0	-1.5%	i	-0.75	1233	nt	nt
O=C(NCc1ccc2c(c1)OCO2)c1c(F)c(F)c(F)c(F)c1F	1.5%	2.4	1.4	7.8	-0.85	-0.253	-0.532	0.779	i	0.9	14.2	-0.4	-4.7%	i	-0.01	1335	-3.5	1159
CC1CN(C(=O)COC(=O)c2ccc(NC(=O)CC#N)cc2)CC(C)O1 (stereo not drawn)	1.8%	3.5	1.8	7.2	-0.155	-0.369	-0.0649	0.303	i	-2.0	-14.5	-4.5	6.7%	i	0.14	1645	-5.3	1131
COc1ccccc1C(=O)Nc1ccc(C)cc1C(=O)c1ccccc1	-1.6%	2.6	2.7	7.6	-0.201	-0.0746	-0.00699	0.192	i	13.1	45.4	16.5	2.0%	i	-0.11	1505	0.2	1114
COc1ccc(S(=O)(=O)Nc2cccc(/C=C/C(=O)O)c2)cc1	6.4%	1.4	1.7	5.6	-0.496	-0.218	-0.116	0.791	i	-2.1	9.8	-3.5	16.0%	i	0.38	1441	-2.3	1162
COc1cccc(OCC(O)CN2C(C)CCCC2C)c1 (stereo not drawn)	-2.2%	1.8	1.6	10.6	-0.167	-0.179	-0.0837	0.43	i	-6.2	-10.5	0.1	5.1%	i	-0.41	1306	-2.3	1004
CC(C)[C@@H](N)C(=O)N/N=C/c1ccc2ncccc2c1	2.4%	nt	nt	nt	0.396	-0.182	0.2	-0.975	nt	nt	nt	nt	-0.7%	i	-0.33	1177	0.0	1320
CCOC(=O)N1CCC(N2CCN(S(=O)(=O)CC)CC2)CC1	-2.2%	3.9	1.9	0.3	-0.364	0.0547	0.198	-0.865	i	11.5	12.3	11.9	-5.3%	i	0.81	1522	-4.7	958
Cc1ccc(CNc2cnccn2)cc1	0.4%	1.5	1.1	2.4	-0.0897	-0.225	-0.392	0.334	i	-3.6	17.4	18.1	10.4%	i	nt	nt	nt	nt
CCC(c1nnnn1Cc1ccco1)N(CCc1ccccc1)Cc1cc2ccc(OC)cc2[nH]c1=O (stereo not drawn)	0.8%	5.4	4.3	1.4	-0.453	-0.298	0.194	0.122	i	16.2	23.0	8.0	25.7%	i	-2.24	1015	-6.5	979
COc1ccc(CNC(=O)COC(=O)c2ccc(F)c(S(=O)(=O)N3CCCCC3)c2)cc1OC	2.0%	nt	nt	nt	0.399	-0.26	0.346	-0.481	nt	nt	nt	nt	-0.1%	i	0	1144	1.2	1295
CCNC(=O)CSc1nnc(-c2ccc(OC)cc2)n1CC(C)C	-1.5%	2.7	8.9	25.3	-0.394	-0.03	-0.128	1.36	i	8.9	0.2	0.3	17.7%	i	nt	nt	1.2	954
CCOc1ccc(-c2nnc(N3CCCCC3)c3ccccc23)cc1	-0.2%	1.7	0.9	2.8	0.341	-0.21	0.173	-0.175	i	2.8	19.0	13.7	19.9%	i	-0.12	1610	-1.6	1333
CCCOc1ccccc1C1C(C(=O)OC)=CN(C(C)C)C=C1C(=O)OC	-2.9%	2.9	2.9	8.8	-1.13	-0.0959	-0.444	0.593	i	2.3	34.3	23.0	15.8%	i	-0.99	1195	2.1	1098
CNc1ccc([N+](=O)[O-])cc1-c1nc2ccccc2[nH]c1=O	-4.6%	nt	nt	nt	-0.773	-0.252	-0.771	0.874	nt	nt	nt	nt	28.2%	i	-0.52	1346	-3.0	1235
O=C(NCc1ccccc1F)c1ccc(S(=O)(=O)Nc2cccc(C(F)(F)F)c2)cc1	4.7%	3.7	2.0	0.5	-0.051	0.173	-0.226	0.544	i	-8.2	-20.7	-1.1	-2.5%	i	nt	nt	0.3	885
O=c1oc2c(CN3CCOCC3)c(O)c(Cl)cc2c2c1CCC2	1.2%	1.8	1.7	4.9	0.953	-0.303	1.11	-0.139	i	17.5	12.1	-0.5	26.1%	i	0.65	1436	-4.2	671

Continuation:
SMILES	HIV peptide binding	MT stabilizer	MT stabilizer Hoechst-high %	MT stabilizer cytotoxicity %	Dynein transport	Dynein transport cytoplasmic EGFP	Dynein transport nuclear GR-EGFP	Dynein transport cell count	Autophagy HCS	Autophagy HCS cell loss 18 h	WT yeast gro inh	WT yeast gro inh mutant strain	AID2073	Yfh1-off respiration	Ins promoter up	Ins promoter up cell count	b-catenin transl	b-catenin transl cell count 5 µM
Cc1ccc(CN2CC(C(=O)Nc3ccc(F)c([N+](=O)[O-])c3)CC2=O)cc1 (stereo not drawn)	-2.3%	3.0	2.5	5.7	0.174	-0.179	-0.234	-0.0243	i	1.0	-4.3	-9.1	0.0%	i	0.97	1031	-3.0	1021
Cc1cc(Nc2ccccc2)nn1C(=O)c1ccccc1	23.3%	2.1	1.4	8.2	-0.114	-0.211	0.104	-0.0441	i	-9.1	72.0	76.0	1.0%	i	0.11	806	2.2	1158
C=CCOc1ccccc1CN1CCSCC1	0.9%	2.3	2.8	12.2	-0.407	-0.352	-0.456	0.67	i	14.5	7.0	1.7	3.6%	i	-0.53	1125	-0.5	944
CC(C)NC(=O)NC(=O)COC(=O)c1ccc(S(=O)(=O)Nc2ccccc2)cc1	2.3%	2.3	2.2	6.2	-0.0464	-0.196	-0.388	-0.106	i	2.5	-12.2	-5.7	-1.4%	i	-0.54	1267	-2.6	1064
Cc1cccc(OCCCC(=O)Nc2ccc(S(=O)(=O)Nc3onc(C)c3C)cc2)c1C	11.2%	3.1	2.5	4.3	-0.198	-0.275	-0.0299	0.445	i	-5.7	-17.8	0.5	1.1%	i	0.02	1251	nt	nt
CCOC(=O)C1C(=O)NC(c2ccccc2)=NC1c1ccc(OC)cc1 (stereo not drawn)	-0.4%	2.1	2.5	5.8	0.478	-0.17	0.248	-0.548	i	-14.3	-0.6	-3.7	2.9%	i	-0.33	1316	-4.4	1140
Cc1c(Cl)cccc1NC(=S)N1CCCN(Cc2ccccc2F)C1	1.0%	4.2	1.9	8.1	-0.721	-0.305	-0.275	0.759	i	22.7	14.3	13.7	-11.7%	i	-1.58	1252	-2.6	1065
OCC1(Cc2cccc(F)c2)CCN(Cc2cccc3nccnc23)CC1	1.0%	4.3	2.2	4.5	-0.295	-0.245	0.00535	0.384	i	1.3	-5.5	-1.4	47.7%	i	0.05	1420	-1.1	1050
Cc1cccn2c(=O)c(/C=C(\C#N)C(=O)NCc3ccco3)c(N3CCC(C(N)=O)CC3)nc12	8.8%	1.2	2.3	7.7	-0.376	-0.232	-0.326	0.35	i	6.6	-23.1	-14.0	19.9%	i	1.02	1452	2.0	1037
Cc1c(NC(=O)C(C)OC(=O)c2cccc(S(=O)(=O)N(C)C)c2)c(=O)n(-c2ccccc2)n1C (stereo not drawn)	-0.3%	2.5	1.6	6.2	1.21	-0.226	0.489	-1.74	i	25.3	3.9	1.6	-5.6%	i	0.21	1403	-1.6	1022
O=C(Cc1c(Cl)cccc1Cl)Nc1cccc(S(=O)(=O)N2CCOCC2)c1	1.4%	4.9	2.2	8.5	0.597	-0.252	0.178	-0.0722	i	7.6	7.7	12.1	-23.8%	i	nt	nt	3.8	531
Cn1nc(-c2ccc(C(=O)NCC3CCCO3)cc2)c2ccccc2c1=O (stereo not drawn)	-1.6%	1.6	2.1	5.2	-0.137	-0.176	0.101	-0.268	i	3.4	nt	nt	4.8%	i	-0.1	1226	-0.1	1140
COC(=O)c1cc(C(=O)Nc2ccc(S(N)(=O)=O)cc2)cc([N+](=O)[O-])c1	-1.9%	2.3	1.1	2.0	0.402	-0.379	-0.45	0.588	i	16.2	4.7	-0.7	-8.0%	i	0.25	1197	-0.5	1084
